Screens from PubChem BioAssay.
TRPML3 ag – agonists of human TRPML3 channel; Q8TDD5; HEK293 TRPML3-YFP, Fluo-8 calcium fluorescence; 100% = the carbachol control signal; activation, % at 3 µM; 220,000 compounds, 0.29% hits;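 active means activation above its plate's cutoff, the mean activation of the plate's test wells plus 3 SD, cut at about 12% in these data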;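 further: 0% = DMSO only wells and 100% = carbachol wells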
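Material: TRPML3-YFP stable HEK293 cells | Dosing: One concentration, 3 µM nominal, 0.3% DMSO | Timing: 125 s total fluorescence read per well | Technique: Fluo-8 calcium dye fluorescence, ex 470-495, em 515-575 nm | Measure: Percent activation from peak-to-basal fluorescence ratio, scaled between DMSO and carbachol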
PPC-1+TRAIL kill – compounds killing PPC-1 cancer cells with TRAIL present (potentiator screen, no TRAIL-free arm) | PPC-1 cells + TRAIL, ATPLite viability luminescence | cell killing (% activity), % at 4 µM | 220,000 compounds, 0.41% hits | AID 1443;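 active means cell killing above 50% in the first pass at 4 µM, then a duplicate retest at 5 µM averaging 50% or more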;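 further: plate controls were cells with TRAIL plus DMSO for no effect and medium-only wells lacking cells for full effect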
zfTRPN1 agonist – activates the zebrafish TRPN1 channel | AID 1424 | 220,000 compounds, 0.18% hits | HEK293 zebrafish TRPN1-YFP, Fluo-8 calcium fluorescence; 100% = response to 87 µM carbachol | activation, % at 3 µM;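 active means activation above its plate's cutoff, the mean activation of test wells on that plate plus 3 SD, cut at about 19% in these data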;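 further: 0% = DMSO alone and 100% = 87 µM carbachol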
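Control set: carbachol 87 µM as high control, DMSO as low control; system: HEK293 stable line with zebrafish TRPN1-YFP; read-out: % activation versus carbachol response; detection: intracellular calcium fluorescence with Fluo-8; doses: single test compound dose, 3 µM nominal, 0.3% DMSO; schedule: dye 1 h 37 °C plus 30 min RT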
EBV gp42 block – inhibitors of Epstein-Barr virus glycoprotein 42. Q1HVG2. inhibition, % (tested at 21.74 µM). Fluorescence polarization binding assay, mP read-out. 220,000 compounds, 0.42% hits; in the data active means inhibition above about 50%
TNF necrop inh – TNF-alpha cell death inhibition in Jurkat FADD-/- cells. Jurkat FADD-/- TNF necroptosis rescue, ATP luminescence, 24 h; 0 = TNF only, 100 = no-TNF cells. activation (protection from cell death), % at 10 µM. 220,000 compounds, 0.068% hits. AID 463075;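 active means activation, meaning protection from cell death, of at least 50% relative to plate controls; inactive means activation below 50%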;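 further: necroptosis triggered by 40 ng/mL TNF-alpha added together with compound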
Runt-SMMHC FRET – inhibitors of human RUNX1 Runt domain binding to CBFb-SMMHC; Q01196+Q13951; Cerulean-Runt/Venus-CBFb-SMMHC FRET ratio 530/480, 1 h; 220,000 compounds, 0.74% hits; inhibition, % at 20 µM;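 active means mean inhibition across duplicate retests at 20 µM reaching about 50%, limit read from the data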;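 further: 0% = DMSO wells and 100% = wells with excess untagged CBFb-SMMHC; inhibitors lower the FRET ratio by blocking Runt binding to CBFb-SMMHC; some results filed as inactive read as strong as hits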
p47phox inh – p47phox (human) inhibition | inhibition, % at 24.7 µM | 220,000 compounds, 0.53% hits | p47phox/p22phox peptide binding, fluorescence polarization, 2 h;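 active means inhibition above about 30%, limit read from the data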;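 further: 0% = p47phox with labelled peptide and 100% = labelled peptide alone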
Target sequence (P14598 whole entry, looked up): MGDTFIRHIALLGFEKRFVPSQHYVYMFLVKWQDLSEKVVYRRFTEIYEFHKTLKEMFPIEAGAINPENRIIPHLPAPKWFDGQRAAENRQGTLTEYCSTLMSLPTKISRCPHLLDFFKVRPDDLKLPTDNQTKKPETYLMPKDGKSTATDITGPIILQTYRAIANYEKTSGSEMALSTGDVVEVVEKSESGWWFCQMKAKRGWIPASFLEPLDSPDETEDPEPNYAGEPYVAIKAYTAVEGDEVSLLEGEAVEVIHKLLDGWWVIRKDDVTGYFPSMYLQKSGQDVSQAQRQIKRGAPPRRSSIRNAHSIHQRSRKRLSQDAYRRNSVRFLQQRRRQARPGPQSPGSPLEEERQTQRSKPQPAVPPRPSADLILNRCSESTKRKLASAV
CHOP inh – blocks CHOP induction under ER stress; CHO-K1 CHOP-promoter luciferase, tunicamycin-induced, 15-18 h; inhibition, % at 10 µM; 220,000 compounds, 3.8% hits; AID 2732;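 active means compounds that reduced the stress-induced luciferase reporter signal by more than about 70% of percent inhibition, limit read from the data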;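 further: 0% = tunicamycin plus vehicle and 100% = wells without tunicamycin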
Mdm2 ligase inh – Mdm2 E3 ligase (human) inhibition; Q00987; 210,000 compounds, 0.11% hits; signal enhancement, % at 5 µM; AID 1230; cell-based MDM2 ubiquitination luciferase reporter, 2 h; 0 = plate control, 100 = twice control, blank-subtracted;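 active means signal enhancement of 30% or more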;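 further: luminescence tracks abundance of the self-degrading MDM2-luciferase fusion protein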
Target sequence (Q00987 whole entry, looked up, the tested form may be a part): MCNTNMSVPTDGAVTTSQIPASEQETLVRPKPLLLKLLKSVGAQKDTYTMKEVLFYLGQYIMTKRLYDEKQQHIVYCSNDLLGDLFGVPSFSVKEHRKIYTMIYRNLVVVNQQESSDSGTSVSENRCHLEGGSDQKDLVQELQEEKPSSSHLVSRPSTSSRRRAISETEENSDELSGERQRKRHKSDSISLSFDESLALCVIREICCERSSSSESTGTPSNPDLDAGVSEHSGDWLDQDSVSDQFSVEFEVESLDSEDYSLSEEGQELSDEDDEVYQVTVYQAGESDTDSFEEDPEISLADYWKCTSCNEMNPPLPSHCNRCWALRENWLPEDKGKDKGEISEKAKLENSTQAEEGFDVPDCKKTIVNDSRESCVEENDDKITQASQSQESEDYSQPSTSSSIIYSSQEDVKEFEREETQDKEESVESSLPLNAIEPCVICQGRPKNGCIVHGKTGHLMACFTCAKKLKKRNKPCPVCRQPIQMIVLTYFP
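Material: Stable MDM2–luciferase fusion reporter cells | Amount: 2000 cells seeded into each well | Dosing: One concentration, 5 µM, with 0.2% DMSO | Incubation: 4 h cell settling then 2 h compound exposure, 37 °C | Measured by: Luciferase luminescence | Read-out basis: % enhancement relative to plate controls after blank subtraction | Benchmarks: Control and blank well means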
Active calls of the source: *; x = no result given.

SMILES	TRPML3 ag	PPC-1+TRAIL kill	zfTRPN1 agonist	EBV gp42 block	TNF necrop inh	Runt-SMMHC FRET	p47phox inh	CHOP inh	Mdm2 ligase inh
O=C(Nc1ccc(Cl)cc1)NC1CCCCNC1=O (centres undefined)	0.6	10	0.2	0	2.9	1	3	9	-13
COc1ccc(OCCNc2cc(Cl)ccc2[N+](=O)[O-])cc1	-0.6	2	0.4	-21	-0.4	-28	-8	37	-2
COc1ccc(C)cc1NC(=O)c1nnn(Cc2cccc(F)c2)c1N	1.7	-10	-0.5	8	2.0	1	-13	60	-23
C/C(=N\NC(=O)C(C)n1nc(C)c([N+](=O)[O-])c1C)c1ccccc1O (centres undefined)	1.2	15	1.6	-15	-6.5	6	-5	47	3
Nc1ccc(C(=O)Nc2nc3ccccc3s2)cc1	2.7	59*	2.3	1	-2.1	2	-25	18	-56
CCCC(=O)OCC(=O)NCc1ccc(Cl)cc1	0.1	22	-1.2	1	1.1	3	3	13	-8
CCOC(=O)C1=C(C)Nc2ccccc2N=C1NC(=O)c1cccc(S(=O)(=O)NCc2ccccc2)c1	0.0	18	-1.8	9	-0.1	6	-33	-3	x
CCN(CC)C(=O)c1[nH]cnc1C(=O)Nc1ccc(OC)cc1	x	12	x	-14	3.4	2	-2	-20	6
COc1ccc(CC(=O)c2ccccc2C(=O)O)cc1	-0.6	0	1.3	-14	-2.9	1	-3	-2	-1
COc1cc(OC)cc(C(=O)N[C@H](C(=O)Nc2cccc(S(=O)(=O)N3CCCC3)c2)C(C)C)c1	-1.3	6	-3.2	1	1.9	0	-7	14	x
CSc1nsc(SCCN2C(=O)c3ccccc3C2=O)n1	-0.1	19	-0.2	-2	-1.2	1	-9	57	-1
O=C(O)CSc1nc2c(c(C(F)(F)F)n1)CCc1ccccc1-2	-0.2	-6	-0.7	-10	0.5	2	0	13	-1
Cc1ccccc1NC(=O)c1cccc2nccnc12	-0.2	20	-0.6	-1	-6.1	4	-11	-21	-7
O=C(CN(Cc1cccs1)C(=O)CNS(=O)(=O)c1ccc(Cl)cc1)NCC1CCCO1 (centres undefined)	-0.3	12	-0.9	-9	0.7	-6	-8	6	-4
CCNc1ccccc1C(=O)O	0.8	42	-1.2	-4	-0.3	-4	-21	10	-9
CC1CCCN(C(=O)c2cccc(S(=O)(=O)Nc3cc(C(F)(F)F)ccc3Cl)c2)C1 (centres undefined)	0.4	9	0.9	4	-0.7	-10	-8	3	-20
CCSc1nc2c(sc3nc(C)cc(C)c32)c(=O)[nH]1	0.2	14	-0.5	-8	-3.2	1	-10	9	-4
CC(/C=N/NC(=O)c1cccnc1)=C\c1ccco1	0.6	-3	-0.3	-19	0.6	2	-6	-5	-12
Cc1n[nH]c(=O)n1-c1ccc(C(C)(C)C)cc1	0.7	13	1.1	1	0.9	0	2	14	3
CCOc1ccccc1CNC(=O)Cn1c(=O)oc2ccccc21	0.6	8	-1.2	-10	-0.2	0	-10	5	-3
COc1ccc(C)cc1NC(=O)c1nnn(Cc2cccc(C(F)(F)F)c2)c1N	0.5	12	0.7	-26	-0.4	1	-2	59	-13
CC(C)(C)n1nnnc1C(c1ccc(C#N)cc1)N1CCCC2(CCCCC2)C1 (centres undefined)	1.1	6	1.3	-9	-0.1	0	-10	50	-12
Cc1c(NC(=O)CN2C(=O)c3ccccc3S2(=O)=O)c(=O)n(-c2ccccc2)n1C	0.6	9	-0.1	-19	-1.8	1	3	-8	1
COc1nc(C#N)nc(N(C)C)n1	0.8	4	2.6	-18	-2.1	0	-11	34	-16
C/C(=N\NC(=O)C1CC1)c1ccc(N2CCOCC2)cc1	0.2	-6	1.6	-8	0.3	3	-2	-20	-1
COc1ccc(Cn2nnnc2C(c2cccs2)N2CCSCC2)cc1 (centres undefined)	-0.1	0	-0.2	1	-0.5	-2	-36	25	-10
COC(=O)CCC(=O)Nc1cccc2c(NC(=O)CCC(=O)OC)cccc12	0.2	0	-0.3	9	-1.2	0	15	29	7
CCOc1ccc(NS(=O)(=O)c2cc(NC(=O)c3ccc(C)cc3)ccc2Cl)cc1	-0.2	-1	1.6	-9	-0.1	4	-12	51	-9
c1ccc(CSc2nnnn2-c2ccccc2)cc1	0.3	3	-0.8	-16	1.6	-2	-8	15	-18
COc1ccccc1OCCOCCOc1ccccc1Cl	-0.5	13	-2.3	3	1.8	0	10	38	-11
CCN(CC(=O)NCc1cccs1)C(=O)c1ccccc1Cl	1.1	6	1.4	-2	0.2	4	4	6	4
CCOC(=O)c1ccc(NC(=O)NCc2ccccc2)cc1	0.2	0	1.2	-7	3.1	1	-11	12	-13
O=C1NC(=O)C2(COC3(CCCC3)OC2)S1	0.7	10	0.4	-4	0.1	0	-201	33	-1
O=C(O)CSC1c2ccccc2C(=O)N1c1ccccc1 (centres undefined)	0.6	16	0.1	-21	-2.4	-1	-5	18	-48
COc1ccc(Nc2nnc(-c3ccc(N4CCOCC4)c([N+](=O)[O-])c3)c3ccccc23)cc1	-0.9	1	-1.7	7	-16	-3	-5	56	-21
Cc1ccc(S(=O)(=O)N2CCN(C(=O)CC(C)(C)C)CC2)cc1	1.1	10	0.9	-5	0.8	0	-4	5	-3
CCN1CCN(C(=O)c2ccc(CN(c3ccccc3)S(=O)(=O)c3ccccc3)cc2)CC1	0.8	22	-0.8	-9	1.4	0	-11	49	-8
CC(=O)Nc1ccc(NC(=O)C2c3ccccc3Oc3ccccc32)cc1	0.5	21	0.2	-12	0.8	-9	-11	-16	-8
CC(C)OC(=O)c1ccc(NC(=O)Cn2c(-c3nonc3N)nc3ccccc32)cc1	0.2	-5	0.3	1	-2.7	4	0	-17	x
COc1cc(C2c3cc4c(cc3C(OC3OC5COC(c6cccs6)OC5C(O)C3O)C3COC(=O)C23)OCO4)cc(OC)c1O (centres undefined)	1.2	4	5.0	-11	-26	3	-15	-9	-21
Cc1cc(C)c(OCC(=O)NCC2CCCO2)c(C)c1 (centres undefined)	-0.3	29	0.2	-11	0.0	-1	-3	7	-3
CC(=O)N1CCN(CC(=O)c2ccc(Br)cc2)CC1	0.2	19	0.9	-19	1.5	-2	-2	11	7
CCCNC(=O)OC[C@H]1O[C@H](CCO/N=C/[C@@H](OC)[C@H](C)/C=C/CC(=O)OC)C=C[C@@H]1Oc1ccc(OC)cc1	-0.9	-6	-0.1	-25	0.3	-6	-1	30	x
CCc1sc(C(=O)Nc2ccc(F)cc2C)cc1C	0.0	-2	-0.3	-11	1.5	0	-24	25	-2
Cc1ccc(Sc2ccc(C(=O)NC(C)C)cc2[N+](=O)[O-])cc1	0.2	13	1.9	-9	-1.3	0	-22	-25	-7

Some entries already given, limited to Mdm2 ligase inh and TNF necrop inh:
Compound | Mdm2 ligase inh | TNF necrop inh
CC(C)OC(=O)c1ccc(NC(=O)Cn2c(-c3nonc3N)nc3ccccc32)cc1 | x | -2.7
Cc1ccc(S(=O)(=O)N2CCN(C(=O)CC(C)(C)C)CC2)cc1 | -3 | 0.8
CCN(CC(=O)NCc1cccs1)C(=O)c1ccccc1Cl | 4 | 0.2

Next entries follow.
SMILES	TRPML3 ag	PPC-1+TRAIL kill	zfTRPN1 agonist	EBV gp42 block	TNF necrop inh	Runt-SMMHC FRET	p47phox inh	CHOP inh	Mdm2 ligase inh
Cn1c2c(c(=O)n(C)c1=O)C(c1ccc(O)cc1)Nc1ccccc1O2 (centres undefined)	1.3	-32	0.4	1	-0.5	0	-12	-11	-19
COc1ccc(OCCOCCN2CCc3ccccc3C2)cc1	0.3	-8	-0.6	-14	0.4	-2	-2	0	-26
COc1ccc(Cl)cc1NC(=O)CN1c2ccccc2CC1C (centres undefined)	-0.8	9	-1.8	-3	3.2	2	-12	28	7
O=C(NCCCl)c1ccc(OCc2ccccc2)cc1Cl	1.2	1	-1.6	-16	1.3	1	-7	-10	-9
Oc1ccc(/C=N\Nc2cc(N3CCOCC3)nc(N3CCOCC3)n2)c(O)c1	-0.2	24	0.4	-22	5.0	-4	-12	-34	-2
Cc1ccc(C(=O)CSc2nnc(COc3cccc4cccnc34)o2)cc1	-0.2	1	2.2	-2	4.8	-4	2	34	-6
CC1CC(C)(C)NC(=S)N1CCC(=O)N1CCN(c2ccccc2)CC1 (centres undefined)	-0.3	11	-0.5	-14	1.3	2	-3	-9	7
COc1cccc(OCCNC(=O)Nc2cc(F)c(F)cc2Cl)c1	0.3	8	-1.4	-3	0.6	1	-1	19	1
Cc1ccc2[nH]c(=O)c(CN(CC3COCCO3)C(=O)Nc3ccccc3F)cc2c1 (centres undefined)	1.1	11	1.3	-17	2.9	3	1	18	4
CC1(NC(=S)NCCO)CCS(=O)(=O)C1 (centres undefined)	1.8	4	1.9	-24	2.5	-2	-13	3	-13
COc1ccc(-c2cc(C(F)(F)F)nc(N)n2)cc1	-0.4	9	-2.3	6	-3.3	0	1	8	7
CCN(C(=O)COC(=O)C(Cc1ccccc1)N1C(=O)c2ccccc2C1=O)C1CCS(=O)(=O)C1 (centres undefined)	1.9	28	1.5	0	1.9	0	-6	14	1
NC(=O)CN1CCN(c2nc(-c3ccc(F)cc3)cs2)CC1	0.1	10	0.4	-12	-0.2	6	-6	-27	-5
O=[N+]([O-])c1cc(Cl)cc(/C=N\Nc2ccccn2)c1O	0.6	6	0.7	-21	-21	-4	-13	93*	-10
c1ccc(-n2c(SCC3CCCCO3)nnc2-c2cccs2)cc1 (centres undefined)	-1.4	0	-1.1	-7	-0.9	-1	-5	-43	-7
N#CCC(=O)N/N=C/c1ccc(SCC(=O)Nc2ccccc2)o1	1.2	7	0.0	2	5.0	-2	-14	35	-7
O=C(OCCN=C1NS(=O)(=O)c2ccccc21)C1CC(=O)N(c2ccc3ccccc3c2)C1 (centres undefined)	1.0	20	-0.1	-18	-1.3	3	-6	15	-52
CCNc1nc(SC(C)C(=O)OC)nc(N2CCOCC2)n1 (centres undefined)	1.1	2	0.4	-5	0.4	1	0	12	-2
Cc1ccc(SC(=O)COc2ccc(C)c(C)c2)cc1	0.0	1	-0.8	-17	-1.8	-2	-2	61	-9
Cn1ncc2c(NNC(=O)c3ccc(Cl)cc3Cl)ncnc21	-0.2	2	0.0	-9	2.8	5	0	-10	-19
CCOc1ccnc(OCC)c1Br	0.0	16	0.8	0	-0.3	-8	11	32	-87
CCC(=O)c1ccc(N2CCN(C(=O)c3ccccc3)CC2)c(F)c1	2.8	1	2.8	-19	-1.0	0	2	26	-3
Cc1oc2c(c1C(=O)N1CCOCC1)C(=O)c1ccccc1C2=O	1.1	13	0.0	-10	-11	2	2	50	-1
